# GalR3 antagonist – GalR3 antagonists in HEK293 cells, primary screen, cell-based, fluorescence readout; Galanin receptor type 3 (Homo sapiens), O60755; HEK293 GalR3-CNG cAMP membrane potential fluorescence; galR3 body fused to GalR1 C-terminus; inhibition, % at 3 µM; 360,000 compounds, 0.44% hits; AID 651719, 2012;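 active means inhibition above the screen-wide average plus 3 SD, cut at about 13% in these data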;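 further: forskolin and galanin both at EC90 stimulate the cells; cAMP rise reported by CNG channel membrane potential dye signal; 0% = forskolin plus galanin with DMSO and 100% = forskolin alone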
# Target sequence (O60755 1-299 limits assumed): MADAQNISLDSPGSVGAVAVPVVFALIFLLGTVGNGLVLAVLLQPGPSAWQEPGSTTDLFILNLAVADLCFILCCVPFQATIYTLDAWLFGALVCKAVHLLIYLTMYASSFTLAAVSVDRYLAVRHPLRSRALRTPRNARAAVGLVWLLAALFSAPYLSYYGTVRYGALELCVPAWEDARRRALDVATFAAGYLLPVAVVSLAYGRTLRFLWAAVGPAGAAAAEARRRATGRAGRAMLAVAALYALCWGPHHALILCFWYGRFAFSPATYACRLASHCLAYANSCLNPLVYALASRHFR
# OXTR ag – human OXTR agonists, primary screen, fluorescence, CHO-OTR cells, Fluo-8 calcium. 320,000 compounds, 0.32% hits. Fluo-8 calcium fluorescence; normalized: DMSO 0%, oxytocin 100%. activation, % at 3 µM;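 active means activation above the mean of all tested compounds plus 3 SD, cutoff set per screening run, cut at about 20% in these data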;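 further: peak over basal fluorescence ratio from a 100 s FLIPR kinetic read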
# V1R ag counter – agonists of human V1a receptor, primary screen, counter-screen for OXTR agonist project, fluorescence, CHO-V1R cells | Fluo-8 calcium fluorescence, agonist mode; 0% DMSO, 100% 3 nM vasopressin | 320,000 compounds, 0.25% hits | activation, % at 3 µM;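 active means activation above the mean activation of all tested compounds plus 3 SD, per screening run, cut at about 20% in these data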;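 further: signal is peak over basal fluorescence ratio across a 100 second FLIPR read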
# PHOSPHO1 inh – PubChem AID 1565. Phosphoethanolamine/phosphocholine phosphatase (Homo sapiens), Q8TCT1. recombinant PHOSPHO1, absorbance phosphatase assay. inhibition, % at 13.3 µM. 290,000 compounds, 1.1% hits; in the data active means inhibition above about 60%
# Target sequence (Q8TCT1 whole entry, looked up): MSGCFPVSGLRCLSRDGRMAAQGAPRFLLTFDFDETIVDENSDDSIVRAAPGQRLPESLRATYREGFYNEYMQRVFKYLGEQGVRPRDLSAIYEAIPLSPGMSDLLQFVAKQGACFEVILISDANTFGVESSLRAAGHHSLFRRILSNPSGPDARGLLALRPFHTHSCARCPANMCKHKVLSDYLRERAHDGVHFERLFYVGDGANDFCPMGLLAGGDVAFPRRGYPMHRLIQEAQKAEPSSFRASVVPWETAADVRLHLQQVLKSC
# MEKK2mut PB1 HTS – MEK5 binding signal on mutant MEKK2 PB1, primary screen, biochemical, multiplex bead flow cytometry, Alexa488-MEK5; Alexa488-MEK5 binding to MEKK2 mutant; percent response, % at 10 µM; 290,000 compounds, 0.35% hits; AID 1530, 2009; in the data active means percent response above about 24%, passing the limit was not always enough; further: inactives centre near 1; some results filed as inactive read as strong as hits; reference of the scale not given here
# GPR7 antagonist – GPR7 receptor antagonists, primary screen, cell-based, fluorescence, single concentration | GPR7-expressing cells, fluorescence antagonist assay | inhibition, % at 4.4 µM | 290,000 compounds, 1.1% hits | AID 1861, 2009; in the data active means inhibition above about 16%, passing the limit was not always enough;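 further: cells stimulated with the agonist NPW; 0% = agonist with vehicle and 100% = vehicle without agonist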
# Target sequence (P48145 whole entry, looked up): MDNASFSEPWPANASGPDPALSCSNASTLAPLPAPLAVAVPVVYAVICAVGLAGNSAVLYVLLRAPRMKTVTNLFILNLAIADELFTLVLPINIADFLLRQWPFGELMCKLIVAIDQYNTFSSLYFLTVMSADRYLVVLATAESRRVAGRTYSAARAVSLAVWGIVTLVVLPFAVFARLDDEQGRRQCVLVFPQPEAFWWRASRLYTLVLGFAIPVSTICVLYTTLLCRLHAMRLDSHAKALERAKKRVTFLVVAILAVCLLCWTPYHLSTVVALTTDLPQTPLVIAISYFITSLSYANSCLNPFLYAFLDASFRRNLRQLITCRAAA
# NALP1 yeast inh – NALP1 inflammasome inhibitors in reconstituted yeast, colorimetric, S. cerevisiae, triplicate retest; S. cerevisiae NALP1/ASC/caspase-1 growth, X-gal OD620, 72 h; 280,000 compounds, 0.61% hits; inhibition, % at 10 µM; in the data active means inhibition mostly above about 24%, no sharp cut-off; inactive means mostly below about 32%; further: some compounds called inactive have numbers as strong as hits
# MEKK2 WT-MEK5 – modulators of MEK5 binding to wildtype MEKK2, primary screen, biochemical, multiplex bead flow cytometry, Alexa488-MEK5; Mitogen-activated protein kinase kinase kinase 2 (Homo sapiens), Q9Y2U5; Alexa488-MEK5 binding to MEKK2 WT; actives lie on both sides; binding response (% of control), % at 10 µM; 290,000 compounds, 1.1% hits; in the data active means binding response below about 67% or above about 130%
# MEKK3 PB1 HTS – modulators of MEKK3-MEK5 PB1 binding, primary screen, biochemical, wildtype MEKK3, multiplex bead flow cytometry, Alexa488-MEK5; Mitogen-activated protein kinase kinase kinase 3 (Homo sapiens), Q99759; 290,000 compounds, 1.4% hits; bead-based flow cytometry, Alexa488-MEK5 binding to MEKK3; actives lie on both sides; 0 = blocked by unlabeled MEK5, 100 = vehicle; binding response (% of control), % at 10 µM; AID 1529, 2009;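 active means binding response more than 3 SD above or below the average of its plate-row segment, actives on both sides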;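 further: Alexa488 bead fluorescence after subtracting the streptavidin-only scavenger bead signal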
# Numbers without * were called inactive; / = not tested or not shown.
# A first look, two compounds:
SMILES,GalR3 antagonist,OXTR ag,V1R ag counter,PHOSPHO1 inh,MEKK2mut PB1 HTS,GPR7 antagonist,NALP1 yeast inh,MEKK2 WT-MEK5,MEKK3 PB1 HTS
CCOc1ccc(N2C(=O)CNC2=S)cc1,-5.4,3.1,1.1,34.2,6.0,-2.1,-27.7,109.0,106.0
Cc1ccccc1Nc1ncnc2c1cnn2-c1ccccc1,4.4,-0.8,-1.7,4.7,5.0,10.4,/,104.0,100.0

# Results, from the start:
SMILES,GalR3 antagonist,OXTR ag,V1R ag counter,PHOSPHO1 inh,MEKK2mut PB1 HTS,GPR7 antagonist,NALP1 yeast inh,MEKK2 WT-MEK5,MEKK3 PB1 HTS
CCOc1ccc(N2C(=O)CNC2=S)cc1,-5.4,3.1,1.1,34.2,6.0,-2.1,-27.7,109.0,106.0
Cc1ccccc1Nc1ncnc2c1cnn2-c1ccccc1,4.4,-0.8,-1.7,4.7,5.0,10.4,/,104.0,100.0
Cc1ccc(NC(=O)CSc2nccn2C)cc1F,0.6,-0.3,5.4,-0.6,-2.0,-15.7,9.9,98.0,90.0
O=C(c1cccc(-c2ccco2)c1)N1CCCC(N2CCN(c3ccc(F)cc3)CC2)C1 (configuration not stated),-2.3,-1.4,2.5,17.6,2.0,-5.0,18.5,103.0,101.0
O=C(CSCc1ccc(Cl)cc1)NCCSCc1ccco1,-3.5,-1.6,-1.4,-18.8,-3.0,-5.8,11.4,93.0,97.0
CCOC(=O)N1CCC(NC(=O)CSCc2nc(-c3cccc(OC)c3)oc2C)CC1,-2.0,0.0,-0.2,6.3,1.0,-7.4,/,102.0,102.0
O=[N+]([O-])/C=C/c1cn(Cc2ccccc2)c2ccccc12,-2.6,-0.2,-0.6,0.1,3.0,7.7,13.9,99.0,104.0
COc1cccc(N2CCN(C(=O)c3ccc(CS(=O)c4ccccc4Cl)o3)CC2)c1 (configuration not stated),3.1,4.5,6.9,42.2,1.0,16.4,-19.7,101.0,101.0
COc1ccc(C(C(=O)NC2CCCCC2)N2CCC3(CC2)OCCO3)cc1 (configuration not stated),-4.9,-0.5,0.5,21.5,2.0,-9.5,15.8,103.0,98.0
Cc1c2cn[nH]c(=O)c2c(C)n1Cc1ccc(F)cc1,/,-0.4,0.8,34.3,4.0,-3.1,25.8,100.0,96.0
Nc1ccc(NC(=O)c2ccco2)c(Cl)c1,-2.2,-0.2,0.4,24.5,-3.0,-5.2,2.9,95.0,90.0
O=C(c1cccc(Cl)c1)N1CCN(c2ncnc3c2cnn3-c2ccccc2)CC1,-3.1,1.0,3.2,45.5,-9.0,-4.7,24.8*,88.0,90.0
CC(=O)c1c(NCCc2ccccc2)nc(=S)n(-c2ccccc2)c1C,-2.5,-0.8,0.3,16.5,-2.0,-5.8,3.8,104.0,105.0
Cc1nnc2c(Oc3ccccc3)nc3ccccc3n12,1.9,0.0,1.2,7.7,1.0,9.3,5.0,110.0,109.0
COCCCNc1nc2nonc2nc1NCCSC,-3.3,0.1,2.4,22.5,8.0,-10.8,/,106.0,111.0
CCCCOC(=O)n1c(=O)oc2cc(S(=O)(=O)N3CCCCC3)ccc21,-4.8,6.3,7.4,34.5,4.0,-12.1,8.8,97.0,97.0
CCC1=NN2C(=N)/C(=C\c3ccc(OCc4cc(=O)n5nc(CC)sc5n4)c(OC)c3)C(=O)N=C2S1,1.9,/,/,5.5,-5.0,-11.9,-4.7,89.0,98.0
O=C(c1ccc2c3c(cccc13)CC2)C1CCCN(Cc2ccccn2)C1 (configuration not stated),-6.8,0.7,-1.0,36.8,-1.0,0.5,21.0,104.0,96.0
Cc1c(N=Cc2ccc(O)c(Br)c2)cccc1[N+](=O)[O-],3.0,0.6,0.2,6.2,-2.0,-8.8,22.4,95.0,92.0
O=C(CCN1C(=O)/C(=C/c2ccccc2)SC1=S)NC1CCS(=O)(=O)C1 (configuration not stated),2.5,11.7,8.1,34.4,3.0,-17.4,5.1,98.0,99.0
Cc1ccc(COc2ccsc2C(=O)NNC(N)=S)cc1,-7.0,0.6,0.4,-77.0,-7.0,-0.6,-3.4,102.0,104.0
Cc1cccc(-c2nnc(SCC(=O)N3CCOCC3)o2)c1,-9.2,1.1,2.3,41.6,-4.0,-8.6,-0.4,95.0,99.0
COc1ccc(N(C(=O)c2ccc(Cl)cc2)C2=CC3CCC(C2)N3C)cc1 (configuration not stated),-1.4,1.2,1.5,9.7,0.0,-3.8,8.5,104.0,103.0
CN(C)/N=C/c1ccc(Sc2ccccc2[N+](=O)[O-])o1,0.4,-2.0,-1.5,52.7,0.0,6.8,-4.2,104.0,107.0
COC(=O)CCN(C(=O)c1ccc(N2CCCCC2)c([N+](=O)[O-])c1)c1ccccn1,2.1,-0.8,0.5,28.7,4.0,6.6,4.7,104.0,98.0
CCOc1ccc(CCNC(=O)CCCn2nc(C)c3c(C)n(-c4ccccc4)nc3c2=O)cc1,-6.2,-1.8,-0.9,26.1,2.0,-14.1,21.4,107.0,101.0
CC(C)n1nnnc1-c1cc(Cl)cc(Cl)c1,-0.2,-1.3,0.2,-8.3,-7.0,21.1,-3.7,94.0,87.0
Cc1cc(C(=O)Nc2ccccc2Cc2ccccc2)no1,-0.4,-1.2,-0.6,65.8*,5.0,-17.8,7.9,98.0,95.0
COc1cccc2cc(C(=O)N3CCN(C45CC6CC(CC(C6)C4)C5)CC3)c(=O)oc12,0.9,-1.0,-0.4,3.5,5.0,-0.2,13.5,99.0,101.0
O=S(=O)(Nc1ccc2c(c1)nc1n2CCN(Cc2ccccc2)C1)c1ccc(Cl)cc1,-5.6,3.6,4.0,43.1,0.0,0.9,4.9,79.0,99.0
Cc1ccc(C(C(=O)NC(C)(C)C)N(Cc2cccs2)C(=O)c2ccc3c(c2)OCCO3)cc1 (configuration not stated),-5.3,-2.1,-0.9,-24.5,-1.0,3.5,4.2,92.0,84.0
COC(=O)c1nnc(-c2ccccc2)c(-c2ccccc2)n1,-1.7,-1.0,-0.8,16.3,-5.0,-8.8,-5.9,92.0,87.0
Cc1cc2c(cc1C)CSC(c1ccccc1O)SC2,-3.5,0.3,2.7,26.3,-3.0,-2.5,20.1,92.0,103.0
CCN(CCn1cccn1)C(=O)c1cc(COc2cccc3cccnc23)on1,-2.7,0.2,0.8,35.4,2.0,-5.2,5.6,104.0,101.0
Cc1nnc(SCCn2c(N3CC(C)CC(C)C3)nc3c2c(=O)n(C)c(=O)n3C)s1 (configuration not stated),-0.2,/,/,-2.2,2.0,-18.6,24.6,101.0,99.0
C=CCn1c(SCC(=O)N2CCN(c3ccc(F)cc3)CC2)nnc1-c1ccco1,0.5,-0.1,1.1,-0.6,1.0,-2.5,28.4,101.0,98.0
CCOc1ccccc1C1CC(=O)Nc2cc(OC)c(OC)cc21 (configuration not stated),-11.2,/,/,-6.3,4.0,-19.2,10.5,109.0,107.0
COc1ccc2c(c1)CCc1c(C(=O)Nc3c(C)nn(Cc4ccccc4)c3C)noc1-2,-1.7,4.7,4.8,-11.5,-5.0,-1.3,4.2,94.0,103.0
O=C(CCn1cnc2ccccc21)N/N=C/c1ccc(O)cc1,-2.5,-0.4,0.0,-17.2,0.0,-2.7,22.0,100.0,98.0
COc1ccc(C)cc1S(=O)(=O)N1CCCC(C(=O)NC2CC2)C1 (configuration not stated),-4.0,-0.3,1.1,28.0,1.0,-21.0,5.4,97.0,100.0
COc1ccccc1/C=N/NC(=O)c1ccc(CN2C(=O)c3cccc4cccc2c34)cc1,-5.4,1.1,1.4,14.9,-6.0,-3.5,/,93.0,103.0
COc1cccc(NC(=O)NNS(=O)(=O)c2ccc(OC)cc2OC)c1,-1.8,/,/,-17.6,8.0,-7.3,6.6,108.0,104.0
Cn1c(SCC(=O)Nc2nccs2)nnc1C12CC3CC(CC(C3)C1)C2,-6.4,-1.3,-0.6,9.7,7.0,-4.4,-4.8,112.0,106.0
Cc1c(C(=O)N2CCCC2)c(S(=O)(=O)Nc2ccccc2Cl)c(C)n1C,0.5,0.5,-0.3,37.5,-1.0,-5.5,-8.5,96.0,99.0
CN(C)CCN=Cc1c(O)n(Cc2ccccc2)c(=O)c2ccccc12,-4.5,1.8,0.8,32.2,1.0,2.1,10.8,118.0,106.0
CCc1cccc2c(C(=O)C(F)(F)F)cn(CC(=O)N3CCOCC3)c12,-3.6,-0.9,-0.5,49.6,6.0,5.3,4.7,124.0,147.0*
COc1ccc2cc3c(N)nn(C(=O)c4cccc(F)c4)c3nc2c1,-3.2,-0.9,-0.5,8.1,-12.0,0.3,/,88.0,91.0
NS(=O)(=O)c1ccc(NC(=O)COc2ccc(Cl)cc2)cc1,-0.6,1.2,6.5,18.4,-2.0,11.8,26.3,95.0,100.0
CCOC(=O)Cc1csc(NC(=O)NC2(C(F)(F)F)Oc3ccc(Cl)cc3O2)n1 (configuration not stated),-1.3,1.4,1.3,1.9,-11.0,15.3,-5.8,103.0,105.0
O=[N+]([O-])c1cccc(-c2nnc(SCc3cccnc3)o2)c1,-5.6,0.1,1.7,36.6,-10.0,-5.0,1.7,88.0,96.0
O=[n+]1cc(-c2cc3ccccc3o2)n([O-])c2c1CCCC2,-7.2,5.8,3.5,6.2,-9.0,/,10.9,95.0,98.0
COc1ccc(CCNC2CC(=O)N(CCc3ccc(OC)c(OC)c3)C2=O)cc1 (configuration not stated),-3.4,-0.1,1.2,14.1,8.0,1.3,10.3,108.0,107.0
OC(CNCC1CCCO1)Cn1c2ccc(Cl)cc2c2cc(Cl)ccc21 (configuration not stated),-3.6,32.8*,3.5,33.1,34.0,53.0*,27.8*,187.0*,104.0
CN(C)S(=O)(=O)c1cc(S(=O)(=O)N(C)C)c(Cl)cc1N,-9.2,2.2,0.8,-1.0,10.0,1.7,18.2,110.0,115.0
Cn1nc(C(=O)NCc2ccccc2)c2c1-c1ccccc1S(=O)(=O)C2,-7.0,3.0,4.2,-12.8,-3.0,-2.6,-0.1,98.0,101.0
O/N=C\c1ccc(-c2ccccc2)o1,-4.0,1.1,0.5,0.2,-2.0,-0.1,33.1,98.0,100.0
NC(N)=N/N=C/c1ccc(OCc2ccc(Cl)cc2Cl)cc1,1.4,2.9,0.9,26.7,52.0*,-7.2,4.4,213.0*,112.0
CCOc1ccccc1NC(=O)CCc1nnc2ccc(NCc3ccco3)nn12,2.7,-1.4,0.3,27.6,4.0,-5.3,-10.0,103.0,100.0
CSc1ccc(/C=N/N2CCN(Cc3ccccc3)CC2)cc1,1.1,-1.2,-0.3,39.5,-2.0,-5.7,8.7,104.0,99.0
O=C1C2C3C=CC(CC3)C2C(=O)N1c1ccccc1[N+](=O)[O-] (configuration not stated),-3.5,-0.6,1.3,-7.7,-1.0,3.2,-0.5,93.0,97.0
Cc1cc(/C=N\O)c(C)n1-c1ccncc1,-4.7,0.1,0.5,37.3,/,0.7,-6.5,/,/
CN1CCN(C(=O)/C=C/c2ccc(C#N)cc2)CC1,-9.0,0.5,0.4,22.7,4.0,-3.1,16.7,107.0,104.0
